# DUSP3 inh = blocks the human dual specificity phosphatase VHR1; inhibition, % at 20 µM; 50,000 tested, 0.7% active; recombinant VHR phosphatase, colorimetric substrate read-out; AID 1992; P51452; in the data active = inhibition above about 60%; also: some results filed as inactive read as strong as hits
# Target sequence (P51452 whole entry, looked up): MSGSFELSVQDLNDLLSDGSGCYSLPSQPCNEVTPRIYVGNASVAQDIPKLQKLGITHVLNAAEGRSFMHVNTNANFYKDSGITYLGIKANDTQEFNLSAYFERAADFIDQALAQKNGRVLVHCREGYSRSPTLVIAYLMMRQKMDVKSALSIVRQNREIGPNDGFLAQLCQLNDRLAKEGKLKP
# * hit, by the source's call; & = joins results of further samples. These rows are one share of the data; the hit share may differ from the screen's.
cpd	SMILES	DUSP3 inh
1	COc1ccc(C(=O)Nc2ccc(OC)c(OC)c2)c(OC)c1	-29.3
2	O=C(/C=C/c1ccc(-c2cccc(Br)c2)o1)c1ccco1	-19.4
3	O=C1CC(c2ccccc2)CC(O)=C1C=NCCc1ccccc1 (stereo not drawn)	3.9
4	CC(=O)Nc1ccc(N=Cc2ccc(Cl)c([N+](=O)[O-])c2)cc1	-19.0
5	O=[N+]([O-])c1cccc(N/C(=N/S(=O)(=O)c2ccc(Cl)cc2)c2ccccc2)c1	-14.1
6	CC(=O)COc1ccc2c(c1)oc(=O)c1ccccc12	-9.8
7	COc1ccc(CNCCc2cccc(Cl)c2)cc1OC	-2.5
8	Cc1cccc(N2C(=O)C(=O)/C(=C(/O)c3ccccc3)C2c2ccccc2)n1 (stereo not drawn)	-9.0
9	Cc1ccc(OCCSc2nc3ccccc3[nH]2)cc1	-19.2
10	COC(=O)c1ccc(C(=O)OC)c(NC(=O)COc2ccccc2[N+](=O)[O-])c1	21.3
11	CC(C)(C)c1cc(NC(=O)c2cc(F)c(F)c(F)c2F)no1	-9.8
12	Cc1ccccc1NCC(=O)N/N=C\c1cc(Br)cc(Br)c1O	-8.7
13	O=C(O)/C=C/C(=O)Nc1ccc(S(=O)(=O)N2CCCCCC2)cc1	7.5
14	O=C(COc1ccccc1)Nc1ccc(-c2nc3ncccc3o2)cc1	-7.7
15	O=C(NC(=S)N1CCN(CCN2C(=O)c3cccc4cccc(c34)C2=O)CC1)c1ccc2c(c1)OCO2	-4.9
16	COc1ccccc1C1C(C(C)=O)=C(O)C(=O)N1c1nc2ccccc2s1 (stereo not drawn)	-2.1
17	O=C(O)c1ccc2c(c1)C1C=CCC1C(c1ccc([N+](=O)[O-])cc1)N2 (stereo not drawn)	69.6
18	COc1ccc(CCN2C(=O)CC(Cc3cccc(C)c3)C2=O)cc1OC (stereo not drawn)	-16.7
19	COc1ccc(NC(=O)c2c(-c3c(Cl)cccc3Cl)noc2C)c(OC)c1	-27.1
20	O=C1c2cccc3cc([N+](=O)[O-])cc(c23)C(=O)N1Nc1ccccc1	-25.1

# A draw from above in order of number of heavy atoms, low to high.
cpd	SMILES	DUSP3 inh
11	CC(C)(C)c1cc(NC(=O)c2cc(F)c(F)c(F)c2F)no1	-9.8
12	Cc1ccccc1NCC(=O)N/N=C\c1cc(Br)cc(Br)c1O	-8.7
13	O=C(O)/C=C/C(=O)Nc1ccc(S(=O)(=O)N2CCCCCC2)cc1	7.5
20	O=C1c2cccc3cc([N+](=O)[O-])cc(c23)C(=O)N1Nc1ccccc1	-25.1
16	COc1ccccc1C1C(C(C)=O)=C(O)C(=O)N1c1nc2ccccc2s1 (stereo not drawn)	-2.1

# Carrying on:
cpd	SMILES	DUSP3 inh
21	CC(C)c1ccccc1NC(=O)/C=C/C(=O)O	-21.6
22	COc1cc([N+](=O)[O-])ccc1-c1ccc(/C=C2\C(=O)NC(=O)N(c3ccc(Cl)cc3)C2=O)o1	39.5
23	CCCCCCCCn1c(C)cc(=O)[nH]c1=O	3.3
24	N#C/C(=C\c1ccc(-c2cc(Cl)ccc2Cl)o1)C(=O)Nc1ccccc1O	3.8
25	N#CC(C#N)=C1NC2(CCCCC2)Cc2ccccc21	-12.0
26	COc1cc(OC)c(C2Nc3ccccc3NC3=C2C(=O)CC(c2ccccc2)C3)cc1OC (stereo not drawn)	-3.3
27	CCC(=O)N1c2ccc(C)cc2C(=C2SC(C(=O)OC)=C(C(=O)OC)S2)C(=S)C1(C)C	-13.3
28	CCCCOC(=O)c1ccc(NC(=S)NC(=O)c2ccco2)cc1	4.8
29	Cc1ccc(S(=O)(=O)Nc2ccc3c(c2)ncn3-c2ccccc2)cc1	-10.6
30	COc1cc(C2/C(=C(\O)c3ccc(F)cc3)C(=O)C(=O)N2CCCCCC(=O)O)ccc1O (stereo not drawn)	-3.1
31	COc1ccc(Cl)cc1C(=O)Nc1ccc(O)c(-c2nc3ccccc3o2)c1	8.0
32	COc1ccccc1NC(=O)c1cc2ccccc2o1	5.7
33	CCOC(=O)C(=O)Nc1ccc(NC(C)=O)cc1	-6.3
34	Cc1cc(C)c(OCCCN2CCOCC2)c(Cl)c1	-5.3
35	COc1cc(CN2CCN(C(=O)c3ccc([N+](=O)[O-])cc3)CC2)cc(OC)c1OC	6.3
36	Nc1ccc(S(=O)(=O)O)c2cccc(O)c12	28.2&12.0
37	CC1(C)Cc2ccccc2C(N/N=C/c2c(O)ccc3ccccc23)=N1	-13.4
38	CCC(C)(C)C1CCc2c(sc(NC(=O)c3cnccn3)c2C(=O)OC)C1 (stereo not drawn)	-4.5
39	Cc1oc(-c2ccccc2)cc1C(N)=O	6.3
40	CC(=O)Oc1ccc2c(c1)c(C(C)=O)c(C)n2-c1ccccc1	-15.7
41	CCCC(=O)C1=C(C(=O)OC)C(C)(C)C/C1=N/OCC	33.9
42	COc1ccc(/C=N/Nc2nc(-c3ccc(C)cc3)nc3ccccc23)cc1OC	-18.6
43	Cc1cc([N+](=O)[O-])c2[nH]c(C(=O)N/N=C/c3ccccn3)c(-c3ccccc3)c2c1	0.2
44	O=C(Nc1ccc(Nc2ccccc2)cc1)c1cccc(Cl)c1	-0.9
45	COc1ccc(CCNC(=O)/C(=C/c2ccc(C(C)C)cc2)NC(=O)c2ccccc2)cc1OC	-20.6
46	CC(C)CNC(=O)CN(c1cccc(Cl)c1)S(C)(=O)=O	14.0
47	O=C1c2ccccc2C(=O)N1CCSc1nnc(-c2ccncc2)n1-c1ccccc1	-4.8
48	CCCCCCCC(=O)CCCC(=O)Nc1ccc(C)cc1	-2.7
49	O=S(=O)(N/N=C/c1cccc(Cl)c1)c1ccc(Cl)cc1	-18.2
50	Cc1ccc(-c2ccccc2)n1-c1ccc(Cl)c(C(=O)O)c1	43.5
51	Cc1ccc(N2C(=O)CC(=O)N(C)C2=S)cc1	6.1
52	COc1ccc(-c2nc3cc(NC(=O)COc4ccc([N+](=O)[O-])cc4)ccc3o2)cc1Br	4.5
53	CC1CCCC(C)N1CC(O)COCc1ccc2c(c1)OCO2 (stereo not drawn)	-4.7
54	COC(=O)c1c(NC(=O)c2cccc(OC)c2)sc2c1CCCC2	-10.4
55	CS(=O)(=O)N1CCN(Cc2ccccn2)CC1	4.5
56	CN(C)CCCNC(=O)Cc1ccc(Cl)cc1	0.8
57	Cc1c(Cl)cccc1-c1ccc(C(=O)O)o1	-17.5
58	CCCc1c(C)[nH]c2c(OC)cccc2c1=O	-5.0
59	Brc1cccc(CN2CCN(C3CCN(Cc4ccccc4)CC3)CC2)c1	8.0
60	CC(=O)N1N=C2CCCCC2C1C(C)C (stereo not drawn)	-33.2
61	O=C(/C=C/c1ccc(-c2ccccc2Cl)o1)c1ccc(F)cc1	-10.4
62	COc1cccc(/C=N/N2CCN(Cc3ccccc3Cl)CC2)c1	-5.3
63	Clc1ccc(C2NN=C(Cc3ccccc3)S2)c(Cl)c1 (stereo not drawn)	-33.0
64	COc1cccc(/C=N\N2CCN(c3ccc(C)cc3)CC2)c1O	9.9
65	Cc1c(C(c2ccco2)c2c(C)n(C)n(-c3ccccc3)c2=O)c(=O)n(-c2ccccc2)n1C	-5.1
66	O=C(COc1ccccc1)Nc1ccc(O)c(-c2nc3ccccc3o2)c1	3.2
67	Cc1nc(SCC(=O)Nc2nnc(-c3ccccc3)s2)n[nH]1	-11.3
68	CCN(CC(O)Cn1c2ccccc2c2ccccc21)S(=O)(=O)c1ccc(C)cc1 (stereo not drawn)	-26.1
69	O=C(Nc1c(C(=O)N2CCCCC2)cnn1-c1ccccc1)c1cccc(F)c1	-10.6
70	NC(=O)c1c(NC(=O)c2ccccc2[N+](=O)[O-])sc2c1CCCCCC2	3.7

# More results:
cpd	SMILES	DUSP3 inh
71	NS(=O)(=O)c1ccc(NC(=S)NC(=O)c2ccc(Br)cc2)cc1	-15.7
72	COc1ccc(NC(=O)C(c2ccccc2)c2ccccc2)cc1OC	15.2
73	O=C(N/N=C/C1CC=CCC1)c1cccnc1 (stereo not drawn)	-19.7
74	CC1(C)CC(=O)C(C2(C3C(=O)CC(C)(C)CC3=O)C(=O)Nc3ccccc32)C(=O)C1	-24.4
75	CCSc1nc2ccccc2n1CC(=O)Nc1c(C)cccc1C	-12.9
76	COc1ccc(-c2nnc(NC(=O)c3ccc([N+](=O)[O-])c(Cl)c3)s2)cc1	-0.1
77	CN(C(=S)Nc1ccccc1)c1ccccc1	1.5
78	CS(=O)(=O)N(Cc1ccccc1)c1ccc(C(=O)Nc2ccc(F)c(Cl)c2)cc1	9.7
79	N/C(Cc1ccc(Cl)cc1)=N\OC(=O)c1ccc([N+](=O)[O-])cc1	0.9
80	COc1ccc(C(=O)Nc2nc(C34CC5CC(CC(C5)C3)C4)c(C)s2)cc1	-43.2
81	COc1ccc(C(=O)Nc2nc3ccc4ccccc4c3s2)c(OC)c1	-14.9
82	CCOc1ccc(C(=O)/C=C/c2ccc(C(=O)OC)cc2)cc1	-25.1
83	Cc1cccc(-c2nc3cc(NC(=O)COc4ccccc4[N+](=O)[O-])ccc3o2)c1	-4.4
84	O=C(Nc1ccc(Cc2ccc(NC(=O)Nc3ccccc3O)cc2)cc1)Nc1ccccc1O	-18.4
85	COc1ccc(NC(=O)COc2cc(C)c(Cl)c(C)c2)c(OC)c1	-1.8
86	COc1ccccc1N1C(=O)C2ON(c3ccccc3C)C(c3cccc(Br)c3)C2C1=O (stereo not drawn)	-28.9
87	FC(F)(F)c1ccc2nnc(-c3ccc(Cl)cc3)n2c1	5.3
88	C=C(C)COc1ccccc1/C=C1\N=C(c2cccs2)OC1=O	3.2
89	CCN(CC)C(=O)c1sc(NC(=O)c2cccc(F)c2)c(C(=O)OC(C)C)c1C	-15.5
90	N#Cc1c2n(c3c(=O)n(Cc4ccc(Cl)cc4)cnc13)CCCC2	-12.4
91	O=C1NC(=S)N(c2cccc(Br)c2)C(=O)/C1=C\c1ccc(-c2ccccc2[N+](=O)[O-])o1	22.4
92	CCOC(=O)c1ccccc1N1C(=O)C=CC1=O	86.3
93	CCNC(=S)NN=Cc1ccc(OCCOc2ccccc2C)cc1	-6.7
94	O=C(N=Nc1c(O)[nH]c2ccc([N+](=O)[O-])cc12)c1cccc(Br)c1	-5.0
95	NC(=O)c1ccc(NC(=O)COc2cccc(Cl)c2)cc1	11.7
96	Cc1ccc(S(=O)(=O)/N=C(\N)c2ccc(F)cc2)cc1	4.5
97	CCOc1ccccc1/C=N/NC(=O)c1cccc(Cl)c1	-2.1
98	CCOC(=O)C1=C(C)N=c2s/c(=C\c3cc(Br)c(O)c(OC)c3)c(=O)n2C1c1ccc(OC)c(OC)c1 (stereo not drawn)	-30.9
99	COc1ccccc1-c1c(C(F)(F)F)oc2cc(O)ccc2c1=O	-2.4
100	COc1ccccc1CN1CCN(Cc2ccncc2)CC1	12.3
101	CC(NS(=O)(=O)c1ccc2ccccc2c1)c1ccccc1 (stereo not drawn)	-4.8
102	COc1ccc(C(=O)N/C(=C\c2ccc(-c3cccc([N+](=O)[O-])c3)o2)C(=O)NCCc2ccccc2)cc1	-11.2
103	O=C(Nc1ccc2nn(-c3ccc(F)cc3)nc2c1)c1cc2ccccc2o1	9.8
104	Cc1c([N+](=O)[O-])c([N+](=O)[O-])nn1CC(=O)Nc1sc2c(c1C#N)CCCC2	-22.9
105	Cc1sc(NC(=O)CN2C(=O)c3ccccc3C2=O)nc1-c1ccccc1	-10.7
106	Cc1ccc(O)c(NC(=O)c2cnn3c(C(F)(F)F)cc(-c4ccco4)nc23)c1	-23.5
107	COc1ccc(NC2=C(C(=O)C(F)(F)F)CCCC2)cc1OC	-15.7
108	O=C(/C=C/Nc1ccccc1)c1ccccc1	9.6
109	CCC(=NCc1ccccc1)c1c(C(F)(F)F)[nH]n(-c2nc3ccccc3s2)c1=O	-7.7
110	COC(=O)C1=C(C)NC(C)=C(C(=O)OC)C1c1cn(-c2ccccc2)nc1-c1ccc(S(=O)(=O)N(C)C)cc1	-17.6
111	CCCC1(O)CC(c2ccccc2)NC(c2ccccc2)C1CC (stereo not drawn)	-12.5
112	COc1ccc(OC)c(-n2c(O)cnc2Nc2nc(C)cc(C)n2)c1	2.4
113	Ic1ccc(-c2nc(-c3ccccc3)no2)cc1	-17.1
114	COc1ccc(OC)c(/C=C/C(=O)Oc2cc(C)cc(C)c2)c1	-4.9
115	COc1cccc(-n2sc3c(c2=S)-c2cc(Cl)ccc2NC3(C)C)c1	-1.6
116	CCN(CC)C(=O)N1c2ccccc2CCc2ccccc21	4.0
117	CCOC(=O)COc1ccc(/C=C2/NC(=S)NC2=O)cc1OC	0.0
118	O=C(N/N=C/c1ccccc1F)c1ccc(Cl)c(Cl)c1	3.7
119	CCOc1ccc(S(=O)(=O)N(CC(=O)Nc2ccc(Cl)cc2)c2ccc(C)cc2)cc1	-31.7
120	O=C(/C=C/c1cn(-c2ccccc2)nc1-c1ccccc1)N1CCOCC1	-11.4

# Remaining list, next part.
cpd	SMILES	DUSP3 inh
121	COc1ccc(/C=C2/NC(=S)NC2=O)cc1OCc1ccccc1	104.3
122	COP(=O)(OC)C(Nc1cc(Cl)cc(Cl)c1)c1cccc(O)c1 (stereo not drawn)	1.6
123	CC(C)c1cccc(C(C)C)c1NC(=O)COc1ccccc1[N+](=O)[O-]	11.2
124	CC1=NN(c2nc(-c3cc4ccccc4[nH]3)cs2)C(=O)C1C (stereo not drawn)	23.0
125	S=c1[nH]nc(-c2ccccc2)c2ccccc12	-6.2
126	O=C(CSc1nnc(-c2ccncc2)n1-c1ccccc1)c1ccc([N+](=O)[O-])cc1	-2.5
127	O=C(O)/C=C/C(=O)NNC(=O)c1ccc(O)cc1	8.9
128	CC(=O)Nc1ccc(C(=O)N2CC(C)CC(C)C2)cc1 (stereo not drawn)	-1.1
129	O=C(/C=C/c1cn(-c2ccccc2)nc1-c1cccs1)c1cccs1	-13.7
130	COc1cc(NS(=O)(=O)c2ccc(NC(=O)c3c(F)cccc3F)cc2)ncn1	95.7
131	CC(C)N1CCC(=NNC(=O)c2cccc([N+](=O)[O-])c2)CC1	-5.4
132	Cc1cc(/C=C2/SC(=S)NC2=O)c(C)n1-c1ccccc1	-4.9
133	Cn1cnnc1Sc1cc(N2CCCC2)ccc1[N+](=O)[O-]	-9.0
134	COc1ccc(/C=N/NC(=O)Cc2nnc(N)s2)cc1OC	-82.7
135	O=C(Nc1sc2c(c1C(=O)Nc1ccccc1)CCC2)c1ccc([N+](=O)[O-])cc1	-10.4
136	O=C(c1cccs1)N1CCN(Cc2ccccc2F)CC1	5.5
